# proCasp3 act – activators of human procaspase-3 D3A mutant, primary screen, biochemical, absorbance, PC-3 D3A mutant, single concentration; recombinant procaspase-3 D3A, Ac-DEVD-pNA absorbance 405 nm; activation, % at 8.5 µM; 330,000 tested, 0.11% active;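 active means activation above the mean of all tested compounds plus 3 SD, cut at about 21% in these data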;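 further: 0% = DMSO alone and 100% = DMSO wells spiked with extra 5 µM PC-3 D3A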
#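 System: Procaspase-3 D3A mutant. Medium: Zinc-free 300 mM NaCl, 50 mM HEPES, 0.01% Triton X-100. Schedule: 1 h preincubation plus 2 h reaction at 25 °C. Measured by: 405 nm absorbance of p-nitroaniline, reads at 0 and 120 min. Read-out: percent activation relative to control range.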
# GRK2 inh – compounds blocking aptamer binding on GRK2 – biochemical, human GRK2, bead flow cytometry, HTS, primary screen; Beta-adrenergic receptor kinase 1 (Homo sapiens), P25098; FAM-aptamer displacement from GRK2; inhibition of aptamer binding, % at 10 µM; 330,000 tested, 0.59% active;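 active means inhibition of aptamer binding above 40%, roughly 3 SD of noise, on plates passing a quality check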;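 further: median bead fluorescence of bound FAM aptamer so fluorescent compounds give negative values; no value below 0 was filed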
# Target sequence (P25098 whole entry, looked up): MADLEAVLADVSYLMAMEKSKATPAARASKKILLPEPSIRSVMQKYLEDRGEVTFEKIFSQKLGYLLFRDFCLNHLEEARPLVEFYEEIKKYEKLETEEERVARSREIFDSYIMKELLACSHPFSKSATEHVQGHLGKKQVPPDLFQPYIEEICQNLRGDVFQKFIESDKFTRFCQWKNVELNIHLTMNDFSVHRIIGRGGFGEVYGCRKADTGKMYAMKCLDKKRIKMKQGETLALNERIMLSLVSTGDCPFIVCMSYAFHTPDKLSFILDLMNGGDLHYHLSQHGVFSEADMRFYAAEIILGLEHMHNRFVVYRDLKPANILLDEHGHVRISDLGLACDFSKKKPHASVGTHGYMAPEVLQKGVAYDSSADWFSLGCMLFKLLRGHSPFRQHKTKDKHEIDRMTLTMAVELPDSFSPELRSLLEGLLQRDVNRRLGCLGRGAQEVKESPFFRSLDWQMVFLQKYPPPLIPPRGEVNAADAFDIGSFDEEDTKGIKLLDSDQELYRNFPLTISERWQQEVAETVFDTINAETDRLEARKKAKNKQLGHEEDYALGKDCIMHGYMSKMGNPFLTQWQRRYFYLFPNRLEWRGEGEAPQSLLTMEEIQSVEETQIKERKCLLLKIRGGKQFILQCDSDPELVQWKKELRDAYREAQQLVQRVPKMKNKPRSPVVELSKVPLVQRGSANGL
# HCV core dimer – inhibitors of HCV core protein dimerization, primary screen, biochemical, TR-FRET, high-throughput | inhibition, % at 5 µM | TR-FRET GST/Flag-core106 dimerization, 1536-well | 300,000 tested, 0.33% active;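 active means inhibition above the mean of all tested compounds plus 3 SD, set per screening campaign, cut at about 45% in these data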
#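 Material: GST/Flag-tagged HCV core106 proteins. Incubation: 4 h, 22.5 °C incubation. Read-out basis: inhibition (%) from 671 over 617 nm ratio. Measured by: TR-FRET, excitation 340 nm, emission 617 and 671 nm.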
# PP5 inh – PP5 phosphatase inhibitors, primary screen, biochemical, fluorescence; Serine/threonine-protein phosphatase 5 (Homo sapiens), P53041; inhibition, % at 6.7 µM; 320,000 tested, 0.18% active; purified PP5c, OMFP substrate fluorescence;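 active means inhibition above the campaign's mean inhibition across all tested compounds plus 3 SD, cut at about 9.5% in these data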;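 further: 0% = DMSO only and 100% = 100 µM cantharidin control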
# PP1 counter – PP1-alpha phosphatase inhibitors, primary screen, counter-screen for PP5 inhibitor project, biochemical, fluorescence, OMFP substrate, single point; purified PP1alpha; inhibition, % at 6.7 µM; 320,000 tested, 0.9% active;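 active means inhibition above the mean inhibition of all tested compounds plus 3 SD, computed separately for each screening campaign, cut at about 15% in these data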
# CTSL1 counter – Fasciola hepatica cathepsin L1 inhibitors, primary screen, counter-screen for PFM18AAP inhibitor project, biochemical, QFRET, fluorogenic peptide substrate. recombinant F. hepatica cathepsin L1, Z-Leu-Arg-MCA fluorescence. inhibition, % at 5.96 µM. 300,000 tested, 0.49% active;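 active means inhibition above the mean of all tested compounds plus 3 SD, set per screening campaign, cut at about 17% in these data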;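 further: 0% = plate median of test compound wells and 100% = 1 µM Z-Phe-Ala-diazomethylketone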
# proCasp7 act – procaspase-7 activators, primary screen, counter-screen for procaspase-3 activator project, biochemical, absorbance, HTS, human; recombinant procaspase-7, Ac-DEVD-pNA absorbance 405 nm; D23A/D198A/D206A triple mutant, cannot self-cleave; scale: DMSO 0, 5 µM enzyme 100; Caspase-7 (Homo sapiens), P55210; 330,000 tested, 0.093% active; activation, % at 8.5 µM;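 active means percent activation above the screen-wide mean plus 3 SD, cut at about 25% in these data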
#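 System: Procaspase-7 triple mutant (PC-7 D3A); measure: % activation from two-timepoint absorbance difference, scaled to controls; times: 1 h compound preincubation, 2 h substrate cleavage, 25 °C; also added: Ac-DEVD-pNA substrate, 400 µM as added; measured by: Epi-absorbance of released pNA at 405 nm, two timepoints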
# JMJD2C inh – inhibitors of GASC-1 histone demethylase, primary screen, biochemical, fluorescence, DELFIA europium; Lysine-specific demethylase 4C (Homo sapiens), Q9H3R0; GST-JMJD2C(1-420) H3K9me3 demethylation; inhibition, % at 2.35 µM; 330,000 tested, 0.069% active;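 active means more than half of a compound's replicate wells show inhibition beyond 50%, single wells judged on their own value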;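 further: signal counts dimethyl H3K9 product captured on neutravidin plate; 0% = median of DMSO wells and 100% = 0.3 times that DMSO median; strong numbers were not always called active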
# Target sequence (Q9H3R0 1-420 limits assumed): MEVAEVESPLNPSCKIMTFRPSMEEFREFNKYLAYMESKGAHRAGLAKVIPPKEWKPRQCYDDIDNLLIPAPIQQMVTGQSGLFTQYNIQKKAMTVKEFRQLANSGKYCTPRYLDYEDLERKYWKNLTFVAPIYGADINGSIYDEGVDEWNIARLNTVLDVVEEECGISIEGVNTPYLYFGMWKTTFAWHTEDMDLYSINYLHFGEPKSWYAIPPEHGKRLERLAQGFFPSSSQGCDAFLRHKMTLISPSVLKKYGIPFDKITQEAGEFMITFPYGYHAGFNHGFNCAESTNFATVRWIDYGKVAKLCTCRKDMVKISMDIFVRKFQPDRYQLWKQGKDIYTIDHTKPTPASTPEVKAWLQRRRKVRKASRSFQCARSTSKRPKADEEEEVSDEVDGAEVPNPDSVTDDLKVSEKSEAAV
# VLA-4 inh – inhibition in human VLA-4 binding assay, primary screen, VLA-4 allosteric modulator project, MLPCN library, flow cytometry, VLA-4 expressing cells; Integrin alpha-4 (Homo sapiens), P13612; ligand binding flow cytometry; inhibition, % (about 7 µM as worked out from the volumes in the protocol); 330,000 tested, 0.2% active; in the data active means inhibition above about 50%
# Starred values were filed as active, the others as inactive; i = inactive; nt = no result given.
SMILES,proCasp3 act,GRK2 inh,HCV core dimer,PP5 inh,PP1 counter,CTSL1 counter,proCasp7 act,JMJD2C inh,VLA-4 inh
Cc1cc(C)nc(NS(=O)(=O)c2ccc(NC(=S)NC(=O)C3CCCC3)cc2)n1,2,0,1,3.9,0,-1,-4,-2,6
CCOc1ccc(N2C(=O)CC(N3CCN(c4ccc(Cl)cc4)CC3)C2=O)cc1 (centres undefined),-4,0,10,-1.1,1,1,3,-2,7
Cc1c(CCC(=O)N[C@@H](C)C(=O)O)c(=O)oc2cc3oc4c(c3cc12)CCCC4,1,3,14,0.6,-3,-10,0,-12,19
CCCCn1c(=O)n(C)c(=O)c2c3c(sc21)COC(C)(C)C3,-5,3,-1,-0.7,-1,4,-4,11,18
O=C(Cn1nnc(-c2ccccc2)n1)NNC(=O)c1cccc([N+](=O)[O-])c1,0,0,5,-0.4,0,-1,-2,-1,4
Cc1ccc(NC(=O)COC(=O)Cn2cnc3ccccc32)cc1S(=O)(=O)N(C)C,4,0,-3,-0.5,1,-5,2,4,-8
CCOc1ccc(C(=O)NC2CCN(CC(=O)NCc3ccccc3)CC2)cc1,0,1,3,-0.3,0,2,-2,-4,6
COc1cc(/C=N/NC(=O)c2ccncc2)ccc1OCC(=O)Nc1ccc(C)c(C)c1,-6,0,13,3.8,-1,0,-4,-14,7
CN(CC(=O)Nc1ccc(F)c(F)c1F)C(=O)c1n[nH]c(=O)c2ccccc12,-5,0,nt,nt,nt,nt,-3,7,18
O=C(CCCSc1nc2ccccc2[nH]1)N1CCN(c2ccccc2)CC1,-5,0,-1,1.0,2,-11,-20,4,-3
c1ccc(-n2nnnc2Cc2nnnn2-c2ccccc2)cc1,0,0,-10,0.7,3,3,-2,1,8
COc1ccc(N(C(=O)CNC(=O)c2ccco2)C(C(=O)NCC2CCCO2)c2ccccc2)cc1OC (centres undefined),5,0,-3,0.5,4,2,5,-4,3
COc1ccccc1C1/C(=C(/O)c2ccc(C)cc2)C(=O)C(=O)N1Cc1ccco1 (centres undefined),-1,0,6,2.7,8,2,4,1,18
CCN(CC)CCNC(=O)C(=O)NCC1OCCN1S(=O)(=O)c1ccc([N+](=O)[O-])cc1 (centres undefined),16,0,6,-2.2,0,-1,4,9,-16
CCOC(=O)c1[nH]nc(N)c1NC(=O)c1ccc(Cl)cc1Cl,-6,0,1,-0.6,0,4,-2,2,9
Cc1nnc(SCc2ccccc2)n1CC1CCCO1 (centres undefined),9,6,-1,0.0,-1,1,8,-13,1
Nc1nnc(SCC(=O)c2cccc([N+](=O)[O-])c2)s1,0,0,3,-1.1,1,6,-17,-38,-7
Cc1ccc(-c2c[n+]3c(n2-c2ccccc2)SCC3)cc1,-5,1,-21,3.4,0,0,12,-22,-4
O=C(COC(=O)CCC(=O)c1ccc(F)cc1)NC1CCCCC1,-6,1,nt,nt,nt,nt,7,4,4
COC(=O)Cn1c(=O)c2c(n(Cc3ccccc3)c1=O)N/C(=C/c1ccc(OC)cc1)C2=O,0,1,3,0.4,-1,6,7,nt,2
CN(CC(=O)Nc1ccc(F)cc1)C(=O)Cn1cnc2ccc([N+](=O)[O-])cc2c1=O,9,2,nt,nt,nt,nt,4,-6,0
CCN(CC(=O)Nc1ccccc1OC)C(=O)CC1CCCC1,-5,3,nt,nt,nt,nt,20,2,-2
Cc1cc(=S)[nH]c(=S)[nH]1,3,1,-5,-2.0,0,1,-11,-11,3
Cc1ccc(-c2noc(CN3CCN(c4ccccc4F)CC3)n2)cc1,5,1,-1,1.3,3,-4,1,0,0
CCc1ccccc1NC(=S)N(Cc1cccnc1)Cc1ccco1,-2,1,0,-1.2,-3,0,1,23,6

# (next part)
SMILES,proCasp3 act,GRK2 inh,HCV core dimer,PP5 inh,PP1 counter,CTSL1 counter,proCasp7 act,JMJD2C inh,VLA-4 inh
Cc1ccc(N(CC(=O)O)C2SC(=O)NC2=O)cc1 (centres undefined),-1,0,-3,0.1,1,-3,1,-3,-1
CCCCn1nnnc1SCC(=O)N1CCOCC1,18,0,-1,1.2,2,0,4,-3,1
Cc1cc(NC(=O)C(C)SCC(=O)N(C)CC(=O)Nc2ccccc2Br)no1 (centres undefined),-6,2,-9,-2.8,1,2,-1,-2,-3
CCOc1ccc(NC(=O)CCNC(=O)Cn2ccc3ccccc3c2=O)cc1,-2,27,-3,0.3,0,-1,3,-1,1
O=C(c1ccc2c(Cl)c3c(nc2c1)CCCC3)N1CCC(N2CCCCC2)CC1,1,0,-5,1.1,-1,-5,9,-3,32
CCCCN(C(=O)COC(=O)CSc1ccc([N+](=O)[O-])cc1)c1c(N)n(CCC)c(=O)[nH]c1=O,10,2,0,1.7,-5,-8,-1,8,6
CSC(C(=O)c1cc2ccccc2o1)c1ccccc1 (centres undefined),-2,4,-6,0.6,6,-4,-16,-1,21
CC1CCN(C(=O)c2cc(N3C(=O)C4C5CCC(C5)C4C3=O)ccc2Cl)CC1 (centres undefined),1,4,2,2.6,0,0,13,5,5
COC(=O)c1ccc(-c2ccco2)n1Cc1nc(-c2ccc(OC)c(OC)c2)oc1C,-4,1,5,2.3,-1,19*,-3,0,10
O=C(NNS(=O)(=O)c1ccc(F)cc1)c1cccc(O)c1,3,0,-2,0.5,-1,2,3,i,4
CCS(=O)(=O)c1nc(S(=O)(=O)c2ccc(C)cc2)c(NCCCn2ccnc2)s1,8,0,1,-0.5,1,-4,-1,0,12
CC1CCN(S(=O)(=O)c2nnc(NC(=O)c3ccccc3Br)s2)CC1,1,0,11,-2.1,-1,1,3,-1,0
COCCn1c(C2CCCCC2)nc2sc3ccccc3c(=O)c2c1=O,-2,0,9,2.2,-1,-1,5,3,2
c1ccc(Nc2nc(-c3ccccc3)ns2)cc1,10,0,-9,1.1,-1,4,-6,8,-3
COc1ccc(-n2cnc3cc(NS(=O)(=O)c4ccc(C)cc4)ccc32)cc1,-5,0,9,12*,0,0,5,5,15
Cn1c(=O)c2cc(S(=O)(=O)N3CCC(c4ccccc4)CC3)ccc2n(C)c1=O,0,0,5,-2.3,-4,0,-2,-1,2
Cc1ccc(-n2nc(-c3ccc(OC(F)(F)F)cc3)cc2N)cc1C,2,2,1,2.2,-5,-5,7,0,11
CSc1cccc(NC(=O)N2CCc3ccc(NC(=O)c4ccccn4)cc3C2)c1,9,0,18,3.3,2,2,17,-3,-5
CN(C)S(=O)(=O)c1cc(NC(=O)c2cc(=O)c3ccccc3o2)ccc1Cl,2,0,2,-0.2,1,0,9,8,-5
C=CCNC(=O)/C(C#N)=C/c1c(N2CCN(c3cccc(Cl)c3)CC2)nc2c(C)cccn2c1=O,2,1,29,-2.2,3,1,1,6,-6
O=C(CNS(=O)(=O)c1ccc(Cl)cc1)NC1CCCCC1,0,0,nt,-1.2,-4,nt,13,-4,5
CCNc1nc(C)nc2c1oc1ccccc12,6,1,-1,0.6,-3,3,-3,-1,-5
Cc1sc(C(=O)Nc2ccc3ccccc3c2)cc1CC(=O)O,-4,2,1,3.2,-4,-1,5,11,18
Cc1ccc(NC(=S)N(CCN(C)C)Cc2cccs2)c(C)c1,-17,0,1,-1.2,-5,-2,-13,-15,0
CCOC(=O)c1sc2ncnc(NCC(c3cccs3)N(C)C)c2c1C (centres undefined),-4,0,10,1.2,-2,3,3,13,-5

# Quoted from the listing (5 entries):
SMILES,proCasp3 act,GRK2 inh,HCV core dimer,PP5 inh,PP1 counter,CTSL1 counter,proCasp7 act,JMJD2C inh,VLA-4 inh
Cc1ccc(N(CC(=O)O)C2SC(=O)NC2=O)cc1 (centres undefined),-1,0,-3,0.1,1,-3,1,-3,-1
CCCCn1nnnc1SCC(=O)N1CCOCC1,18,0,-1,1.2,2,0,4,-3,1
Cc1cc(NC(=O)C(C)SCC(=O)N(C)CC(=O)Nc2ccccc2Br)no1 (centres undefined),-6,2,-9,-2.8,1,2,-1,-2,-3
CCOc1ccc(NC(=O)CCNC(=O)Cn2ccc3ccccc3c2=O)cc1,-2,27,-3,0.3,0,-1,3,-1,1
O=C(c1ccc2c(Cl)c3c(nc2c1)CCCC3)N1CCC(N2CCCCC2)CC1,1,0,-5,1.1,-1,-5,9,-3,32

# (next part)
SMILES,proCasp3 act,GRK2 inh,HCV core dimer,PP5 inh,PP1 counter,CTSL1 counter,proCasp7 act,JMJD2C inh,VLA-4 inh
O=C(CCS(=O)(=O)c1ccc(Br)cc1)N1CCN(c2ccccc2Cl)CC1,0,0,-1,1.4,3,2,8,3,nt
Cc1ccc(OCc2nnc(SC(C)C(=O)O)n2Cc2ccccc2)cc1 (centres undefined),-5,2,1,0.5,-5,-3,-5,-8,-1
N#CC1(c2ccccc2)CCC(=O)N1Cc1ccccc1 (centres undefined),4,1,1,-0.2,-6,9,-5,-8,8
N#CCc1nn(-c2ccccc2)c2ncnc(N)c12,4,0,-3,-2.2,2,-1,-2,2,-10
Cn1cccc1Cc1nnc(SCC(N)=O)n1CCc1ccccc1,-3,0,3,0.2,-4,-1,-18,2,-17
CCN(Cc1nc(-c2ccccc2)no1)C(=O)c1ccco1,-3,2,-5,2.5,2,-2,0,47,0
COc1ccc(CN2CN(S(=O)(=O)c3cccs3)c3nc4ccccc4nc32)cc1,7,0,7,-0.5,2,4,-4,6,0
CC(C(=O)Nc1ccc(Cl)cc1)N(C)Cc1cccs1 (centres undefined),5,0,-2,-0.1,-5,0,8,16,-13
Cc1ccc2nc3c(nc2c1C)CCCC3,-5,5,-15,0.5,-1,3,-2,9,-2
CCc1ccc(-c2cc(C)no2)cc1S(=O)(=O)NCCc1ccccc1,8,2,3,3.7,5,-2,2,-17,9
COc1ccc(-c2cc3c(nn2)-c2ccccc2C3=O)cc1,3,5,4,3.3,2,2,2,-10,1
Cc1ccc(-n2nnnc2-c2cnc(-c3cccnc3)nc2C(F)(F)F)cc1,9,5,-5,1.6,-2,2,5,5,9
C#C[C@]1(O)CCC2C3CCC4=Cc5oncc5CC4(C)C3CCC21C (some centres undefined),1,0,3,0.4,7,-6,-10,24,29
O=C(O)CCC(=O)CCC(=O)c1ccc(Cl)cc1,-1,0,-2,-0.3,-4,-2,-3,7,20
Cc1ccc(/C=C/C(=O)NCc2ccc3c(c2)OCO3)o1,-12,1,2,3.4,0,6,-2,-3,9
CCOc1ccc(OCC)c(NC(=O)CSc2nnnn2CC)c1,4,1,5,0.2,-3,-2,12,8,9
c1ccc(CSc2nnc3ccc(-c4ccco4)nn23)nc1,-9,4,-3,1.2,3,4,-10,-1,-9
CC1CCCCC1NC(=O)C1CCN(S(=O)(=O)c2cccc3nsnc23)CC1 (centres undefined),1,0,-2,1.8,-1,-3,1,-2,-2

# Screens: PubChem BioAssay, several laboratories
